Pf growth 96h: inhibits malaria parasite growth, 96 h. actives 6.9% (n = 320,000). AID 504834. Potency, µM (highest dose often 28.7 µM), without a hit: at the top dose activity change, negative = inhibition, actives largely listed as inhibitors. P. falciparum luciferase reporter growth, 96 h; further: potency means the concentration at half of the fitted maximal effect; on the % scale 0 is the no-effect control and ±100 the full control effect
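Erythrocytes infected with luciferase-expressing P. falciparum were dispensed at 2% hematocrit and 0.05% parasitemia (final), then incubated with compounds 96 hours at 37 C in 5% CO2. Luminescence after detection reagent addition reported growth.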
Giardia FBPA inh: Giardia lamblia aldolase inhibition; actives 0.71% (n = 290,000); purified Giardia FBPA; A8B2U2; AID 2451; Potency, µM (highest dose often 59.6 µM), for inactives: at the top dose activity, negative = inhibition, most hits filed as inhibitors; further: potency means the concentration at half of the fitted maximal effect; on the % scale 0 is the no-effect control and ±100 the full control effect; nearly all actives have a fitted effect of over 55% in size
Target sequence (A8B2U2 whole entry, looked up): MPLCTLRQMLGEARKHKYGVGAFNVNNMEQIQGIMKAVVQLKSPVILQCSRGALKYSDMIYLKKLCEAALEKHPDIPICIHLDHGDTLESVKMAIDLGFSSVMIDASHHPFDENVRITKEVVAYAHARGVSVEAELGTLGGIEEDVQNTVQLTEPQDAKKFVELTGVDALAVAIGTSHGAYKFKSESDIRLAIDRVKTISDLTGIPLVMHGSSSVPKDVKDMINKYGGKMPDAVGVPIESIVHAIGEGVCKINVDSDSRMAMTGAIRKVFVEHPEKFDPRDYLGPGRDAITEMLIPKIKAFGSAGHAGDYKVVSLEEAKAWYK
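40 nM FBPA preincubated 10 min at RT with compound (up to 57.5 uM final), then substrate plus GAPDH/TPI/NAD/arsenate coupling and diaphorase/resazurin added. Fluorescence read after 20 min at RT, 525/598 nm.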
HCV inh: inhibitors of hepatitis C virus infection | Huh7.5.1 HCVcc-Cre infection, luciferase reporter, 44 h | Potency, µM (top dose mostly 41.8 µM), for the others: top-dose activity change, negative = inhibition, actives largely listed as inhibitors | actives 3.4% (n = 340,000); further: potency means the concentration at half of the fitted maximal effect; on the % scale 0 is the no-effect control and ±100 the full control effect
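After 44 h co-culture of compound, cells and HCVcc-Cre (~0.5 moi), substrate is added for 15 min at room temperature and luciferase measured over 15 sec. Cells were seeded at 1,000/well and pre-cultured 4 h.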
Shiga toxin inh: blocks Shiga toxin action in Vero cells | Vero cells, Shiga toxin protein synthesis inhibition reporter | AID 2315 | inhibition, % at 38.7 µM | actives 9.2% (n = 290,000); in the data active means inhibition mostly above about 28%, no sharp cut-off; inactive means mostly below about 43%; further: 0% is about no effect
Cycloheximide cs: counter-screen hit for Shiga toxin inhibitors, cycloheximide; cell reporter, cycloheximide protein synthesis inhibition counterscreen; max response, %; actives 12% (n = 300,000); AID 2314; in the data active means max response mostly above about 13%, no sharp cut-off; inactive means mostly below about 14%; further: read at 38.3 µM for the half of the compounds with a filed dose; 0% is about no effect
Pf growth 48h: P. falciparum growth inhibition at 48 hours (one generation) | Potency, µM (top dose mostly 28.7 µM), without a hit: at the highest dose activity change, negative = inhibition, most hits filed as inhibitors | actives 5.9% (n = 310,000) | AID 504832 | P. falciparum luciferase growth in erythrocytes, 48 h; further: potency means the concentration at half of the fitted maximal effect; on the % scale 0 is the no-effect control and ±100 the full control effect
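Read-out is firefly luciferase luminescence from an integrated reporter in P. falciparum, so falling signal marks reduced parasite growth. Infected erythrocytes were at 2% hematocrit and 0.1% parasitemia (final) in Albumax-supplemented RPMI 1640.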
The depositor's hits bear a star; i = inactive; ? = inconclusive; / = no result given; & = joins results of further samples; [ ] = remark or other dose. Unless noted, the call rests on the fitted dose curve; in most records, active means well fitted curve in the direction sought with a large enough effect; inconclusive means small, poorly fitted or top-dose-only effect, or another doubt; inactive means no such curve, though single readings can be large; an effect the other way counts as inactive or inconclusive.

SMILES	Pf growth 96h	Giardia FBPA inh	HCV inh	Shiga toxin inh	Cycloheximide cs	Pf growth 48h
CC1SC(C)C(=O)N(CC(=O)Nc2ccc3c(c2)OCO3)C1=O (stereo unspecified)	17%	-1%	11%	23	9	-13%
COC(=O)c1ccc(NC(=O)c2ccccc2)o1	36%[activator]	-3%	-8%	81*	38*	48%[activator]
COCCCNC(=S)NC1CC2CCC(C1)N2Cc1ccccc1 (stereo unspecified)	5%	3%	-4%	-23	-2	-3%
CSc1cccc(NC(=S)N2CCCN(Cc3ccccc3F)C2)c1	-28%	0%	-6%	-6	-2	?
CCc1cccc(CC)c1NC(=O)COC(=O)c1ccccc1-c1nc2ccccc2s1	?	0%	6%	-7	2	0%
CC(NC(=O)C(C)N1C(=O)c2cccc([N+](=O)[O-])c2C1=O)c1ccccc1 (stereo unspecified)	19%	-6%	-14%	5	-1	?
O=C(C1CC=CCC1)N1CCN(S(=O)(=O)c2ccc(F)cc2)CC1 (stereo unspecified)	13%	/	8%	/	/	10%
CCC(=O)N=c1n(C)c2ccccc2n1CCOc1ccccc1	?	16%	18%	-75	6	-3%
Nc1cccc(-c2nc3ccccc3[nH]2)c1	162%[activator]	1%	1%	71*	22*	180%[activator]
CCCC(CCC)=NNC(=O)CN(Cc1ccccc1)S(=O)(=O)c1ccccc1	40%[activator]	0%	3%	29	-1	11%

Retrieved by structure from above:
SMILES	Pf growth 96h	Giardia FBPA inh	HCV inh	Shiga toxin inh	Cycloheximide cs	Pf growth 48h
CSc1cccc(NC(=S)N2CCCN(Cc3ccccc3F)C2)c1	-28%	0%	-6%	-6	-2	?
CC1SC(C)C(=O)N(CC(=O)Nc2ccc3c(c2)OCO3)C1=O (stereo unspecified)	17%	-1%	11%	23	9	-13%

Three of these compounds, set out differently.
CCc1cccc(CC)c1NC(=O)COC(=O)c1ccccc1-c1nc2ccccc2s1
  Pf growth 96h: ?; Giardia FBPA inh: 0%; HCV inh: 6%; Shiga toxin inh: -7; Cycloheximide cs: 2; Pf growth 48h: 0%
CC(NC(=O)C(C)N1C(=O)c2cccc([N+](=O)[O-])c2C1=O)c1ccccc1 (stereo unspecified)
  Pf growth 96h: 19%; Giardia FBPA inh: -6%; HCV inh: -14%; Shiga toxin inh: 5; Cycloheximide cs: -1; Pf growth 48h: ?
O=C(C1CC=CCC1)N1CCN(S(=O)(=O)c2ccc(F)cc2)CC1 (stereo unspecified)
  Pf growth 96h: 13%; Giardia FBPA inh: /; HCV inh: 8%; Shiga toxin inh: /; Cycloheximide cs: /; Pf growth 48h: 10%

Remaining list, next part.
SMILES	Pf growth 96h	Giardia FBPA inh	HCV inh	Shiga toxin inh	Cycloheximide cs	Pf growth 48h
Cc1ccccc1-c1nc2sc(-c3ccccc3)cc2c(=O)o1	34%[activator]	1%	-17%	19	2	-4%
CC(Sc1ncc(C(F)(F)F)cc1Cl)C(=O)NC(N)=O (stereo unspecified)	?	2%	?	-21	2	?
COC(=O)c1cccc(NC(=O)NC(=O)c2ccc(Cl)cc2)c1	/	11%	-8%	-3	1	254%[activator]
CCC(=O)Nc1nnc(S(=O)(=O)N(CC)c2ccc(OC)cc2)s1	12%	3%	5%	24	-2	?
CN1CCN(c2c(/C=N/O)c3ccccc3n2C)CC1	22%	-5%	-18%	-3	-1	0%
Cc1ccc(C(=O)NCCNc2ccc([N+](=O)[O-])cc2C(F)(F)F)cc1	4%	-1%	?	-6	5	-14%
O=C(CNc1ccccc1F)Nc1cccc2ccccc12	4%	1%	-20%	27	-2	4%
COCCNC(=O)CCCN1C(=O)c2ccccc2Sc2ncccc21	?	-13%	12%	-20	6	15%
CCO[C@@H]1OC(C(=O)N2CCN(Cc3ccccc3)CC2)=C[C@H](c2csc3ccccc23)[C@H]1CCCO	6.6µM*	-17%	?	-19	-3	?
COc1ccc(Cl)cc1NC(=O)Nc1cc(C)on1	?	/	?	61*	36*	192%[activator]
O=C(C1COc2ccccc2O1)N1CCN(S(=O)(=O)c2ccccc2)CC1 (stereo unspecified)	-9%	4%	-2%	14	1	1%
Cn1c(=O)[nH]c(=O)c2c1nc(N1CCOCC1)n2CC(O)COc1ccccc1 (stereo unspecified)	?	1%	27%	30	-5	20%
O=S1(=O)CCC(NC(=S)N2CCCCCC2)C1 (stereo unspecified)	?	-8%	10%	-5	-4	12%
Cc1ccc(/C(N)=N/OC(=O)c2ccc(F)cc2)cc1	?	2%	?	91*	49*	-47%
NS(=O)(=O)c1ccc(CCNCC(=O)NCc2ccccc2Cl)cc1	-1%	?	13%	14	-4	/
Cc1nc2ccccc2n1CC(O)COC1CCCCC1 (stereo unspecified)	-28%	3%	?	-6	-3	?
O=C(Nc1ccccc1N1CCN(C(=O)c2ccc(Cl)cc2)CC1)c1ccc(Br)cc1	?	-6%	?	-6	1	/
COc1ccc(-n2nc(C(=O)NCC(=O)N3CCCC3)c3ccccc3c2=O)cc1Cl	?	11%	12%	2	-2	0%
CCOC(=O)N1c2ccccc2Sc2ccccc21	1%	-1%	?	9	-3	?
Cc1ccc(C)c(NC(=O)CCCCCCCCCCC2COCCO2)c1 (stereo unspecified)	13µM*	0%	?	-14	-8	-4%
O=C(NCc1ccco1)c1cccc(Nc2nc3ccc(Br)cc3[nH]2)c1	13µM*	12%	-22%	0	10	12µM*
CC(C)CC(=O)N1CCN(C(=O)c2ccc(F)cc2)CC1	13µM*	7%	0%	-7	0	13%
Cc1cccc(NC(=O)c2cnc3scc(C)n3c2=O)c1	128%[activator]	10%	6%	26*	19*	89%[activator]
O=C1c2ccccc2NC(c2ccccc2O)N1c1ccc(F)cc1 (stereo unspecified)	278%[activator]	19%	-2%	56*	67*	/
Cc1ccc(CNC(=O)CN(C(=O)C2(C)CC(=O)N=C3C=CC=CN32)c2ccc(F)cc2)cc1 (stereo unspecified)	10%	-2%	19%	11	9	17%
CCC(C)Nc1nc2ccccc2n2c(C)nnc12 (stereo unspecified)	11%	0%	0%	-11	-2	-19%
CC1(C(=O)OCC(=O)Nc2ncc(Cl)cc2Cl)CC1(Cl)Cl (stereo unspecified)	-2%	/	?	/	/	2%
O=Cc1sc(Nc2ccccc2)nc1Cl	3%	4%	?	25	18*	0%
COc1cc(C(=O)NCC(C)(C)CNC(=O)c2cc(OC)c(OC)c(OC)c2)cc(OC)c1OC	46%[activator]	-4%	?	-11	1	?
Cc1ccc(-c2cc(C(F)(F)F)c(C#N)c(=O)[nH]2)cc1	-3%	9%	?	-11	-1	2%
COc1ccc(NC(=O)Nc2nnc(Cc3ccc(F)cc3)s2)cc1	?	7%	0%	8	13	?
O=C(NN1C(=O)C2C3C=CC(C4CC34)C2C1=O)c1ccccc1Cl (stereo unspecified)	?	1%	4%	-8	-2	1%
O=C1NC(=O)C(=C/C=C/c2coc3ccc(Br)cc3c2=O)C(=O)N1	-10%	2%	/	10	5	-13%
COc1ccccc1C(=O)Nc1nc(-c2cccs2)c(NC(C)=O)s1	330%[activator]	6%	-26%	57*	30*	91%[activator]
Cc1cc(-c2nc(C)c(C(=O)NNS(=O)(=O)c3cccc(C(F)(F)F)c3)s2)no1	1%	-10%	0%	0	-1	36%[activator]
COc1ccc(O[C@H]2C=C[C@@H](c3ccccc3)O[C@@H]2COC(=O)CC/C(C)=N/O[C@@H](C)c2cc(-c3c(C)cc(C)cc3C)no2)cc1	2.9µM*	-1%	1%[8.37 µM]	-15	-3	?
COc1ccc(Cc2nc3ccc(C(=O)NCCn4cccn4)cc3o2)cc1	5%	1%	/	5	2	-22%
Cn1c(=O)c(Oc2cc(Cl)cc(Cl)c2)nc2ccccc21	0%	-1%	-21%	-2	3	5%
COC(=O)c1ccc2c(=O)[nH]c(CSc3nc(C)cs3)nc2c1	27%	-5%	-5%	67*	28*	75%[activator]
COc1ccc(OC)c(-c2csc3nnc(SCC(=O)Nc4ccc(NC(C)=O)cc4)n23)c1	-12%	2%	/	15	-4	-3%
CCOC(=O)C1CCN(C(=O)Nc2ccc(NC(=O)C3CCN(C(=O)OCC)CC3)cc2)CC1	-34%	4%	1%&-2%	-15	-1	-14%
COc1cccc(OC)c1C(=O)N1CCN(Cc2ccccc2C)CC1	?	4%	12%	-14	3	-26%
COc1ccc(S(=O)(=O)NC2CCCC2)c(OC)c1	-5%	3%	19%	-10	-1	0%
COc1ccc(C(O)(CCN2CCOCC2)c2ccccc2)cc1 (stereo unspecified)	?	10%	-1%	-5	-3	4%
CN(CCNC(=O)C1CC(=O)N(c2ccc(F)c(Cl)c2)C1)Cc1ccccc1 (stereo unspecified)	/	4%	-29%	-2	11	?
O=C(c1ccc(S(=O)(=O)Cc2cc(F)ccc2F)c([N+](=O)[O-])c1)N1CCCCC1	72%[activator]	-4%	2%	-14	4	15µM*
O=C(NC(c1ccccc1)c1ccccc1)C1(c2cccs2)CCOCC1	?	1%	0%	6	-2	?
CCCN(CCO)CCCc1ccccc1	28%	?	6%	-3	-1	/
CCOc1cc(C(c2c(C)[nH][nH]c2=O)c2c(C)[nH][nH]c2=O)ccc1OS(=O)(=O)c1ccc(C)cc1	/	15%	9%	5	-4	15µM*
Cc1cccc(Sc2c([N+](=O)[O-])ncn2C)c1	-9%	-11%	-19%	-16	-1	?

The final 3 compounds of the section above open the next one:
SMILES	Pf growth 96h	Giardia FBPA inh	HCV inh	Shiga toxin inh	Cycloheximide cs	Pf growth 48h
CCCN(CCO)CCCc1ccccc1	28%	?	6%	-3	-1	/
CCOc1cc(C(c2c(C)[nH][nH]c2=O)c2c(C)[nH][nH]c2=O)ccc1OS(=O)(=O)c1ccc(C)cc1	/	15%	9%	5	-4	15µM*
Cc1cccc(Sc2c([N+](=O)[O-])ncn2C)c1	-9%	-11%	-19%	-16	-1	?
CCOc1ccccc1NC(=O)COC(=O)CC(NC(N)=O)c1ccc(Cl)cc1 (stereo unspecified)	21%	0%	-15%	-19	-4	4%
O=C(CCc1nc2ccccc2c(=O)[nH]1)Nc1ccc(F)c([N+](=O)[O-])c1	0%	-19%	-17%	-6	-2	0%
O=[N+]([O-])c1cc(-c2ccc(/C=N/c3nc4ccccn4c3-c3ccco3)o2)ccc1Cl	/	?	-22%	22	5	?
CCc1ccc(NC(=O)CSc2nc3ccsc3c(=O)n2CCC(=O)O)cc1	7.4µM*	/	15%	-10	6	12%
c1ccc(-n2cc(CNCCc3cscn3)c(-c3ccc4c(c3)OCO4)n2)cc1	-14%	4%	-1%	47	0	?
O=C(/C=C/c1c(Cl)cccc1Cl)NCCc1ccccc1	-17%	4%	-5%	-8	14	17%
CCOC(=O)c1sc(NC(=O)CSc2nnc(-c3ccc(OC)cc3)n2CCOC)nc1C	13µM*	3%	?	8	4	?
CC(=O)C(C)Oc1ncn(-c2ccccc2)n1 (stereo unspecified)	11%	-7%	1%	57	17	36%[activator]
CC(=O)N1CC[C@@H]2CC(=O)C[C@@H](C)[C@@H]21	/	0%[136 µM]	/	i	-2	/
CC(=O)Cc1nsc(NC(=O)c2ccc(-c3ccc(Cl)cc3Cl)o2)n1	/	-13%	-8%	-5	6	/
Cc1cc(NC(=O)c2ccc(C)c([N+](=O)[O-])c2)no1	?	-1%	16%	32*	31	41%[activator]
Cc1ccc(NC(=O)Cn2ncc3c([nH]c4ccccc43)c2=O)cc1Cl	27%	-8%	?	0	13	-3%
COc1ccc(CNC(=S)Nc2ccc(-c3ccccc3)cc2)cc1	?	1%	-13%	1	7	?
Cc1ccc(CNc2ccccc2C(=O)O)s1	5%	11%	11%	8	8	0%
CCN1CCN(C(=O)/C(C#N)=C/c2ccc(OC(F)F)cc2)CC1	53%[activator]	-7%	21%	-9	-5	-14%
Cc1nn(-c2ccccc2)c(C)c1N	34%[activator]	-5%	-13%	11	-1	10%
Cc1cccc(NC(=O)CSCC(=O)NCc2ccco2)c1	29%	-2%	16%	-4	-1	12%
COCCCNC(=O)c1cc(Sc2nnc(C)s2)nc2ccccc12	3%	-2%	-27%	-4	-2	-51%
O=C1NC(=O)C(CCc2ccncc2)(CCc2ccncc2)C(=O)N1CCc1ccc(F)cc1	?	5%	6%	-16	-5	-45%
